Bioassay records: PubChem, several laboratories
S1P3 antagonist: antagonists of human S1P3 receptor. actives 0.27% (n = 170,000). CHO S1P3 NFAT-BLA reporter, FRET fluorescence, antagonist mode. AID 485. inhibition, % at 4.98 µM;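 active = inhibition above the plate cutoff, the mean inhibition of test wells on that plate plus 3 SD, cut at about 28% in these data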;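 also: cells challenged with S1P at its EC80 of 0.8 µM; blue over green emission ratio from cleaved BLA substrate after 4 h stimulation; 0% = S1P-stimulated wells and 100% = unstimulated DMSO-only wells; some compounds past the cut are filed as inactive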
Target sequence (Q99500 whole entry, looked up): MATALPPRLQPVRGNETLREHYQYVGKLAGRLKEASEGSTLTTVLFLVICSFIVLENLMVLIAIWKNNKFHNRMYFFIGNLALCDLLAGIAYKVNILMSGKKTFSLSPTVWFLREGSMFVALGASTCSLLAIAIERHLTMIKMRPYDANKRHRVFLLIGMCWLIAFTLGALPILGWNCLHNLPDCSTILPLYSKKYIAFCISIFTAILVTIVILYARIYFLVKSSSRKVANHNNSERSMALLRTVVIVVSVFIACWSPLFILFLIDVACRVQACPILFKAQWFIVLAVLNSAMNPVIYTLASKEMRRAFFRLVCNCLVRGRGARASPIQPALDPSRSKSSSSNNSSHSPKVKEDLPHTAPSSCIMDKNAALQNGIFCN
Redox H2O2 prof: compounds producing H2O2 with reducing agent – biochemical, NIH compound library profiling, artefact control for MLSCN library redox annotation, primary screen | DTT-dependent redox cycling H2O2, phenol red/HRP absorbance; 100% = 100 µM peroxide control, 0% = buffer | activation, % at 10 µM | actives 0.03% (n = 200,000);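 active = activation of at least 50% relative to the plate's high and low controls in the primary single-dose screen; inactive = activation below 50%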;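 also: compound incubated with DTT at 0.8 mM final as the reducing agent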
RAM inhibit: yeast RAM network inhibition; S. cerevisiae dse1pr::URA3 reporter, 5-FOA growth OD615, 2 d; analog-sensitive cbk1-as2 kinase mutant strain; actives 1.8% (n = 190,000); AID 868; inhibition, % at 50 µM;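 active = inhibition above a set limit, 3 SD over mean compound inhibition, cut at about 8.4% in these data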;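 also: 0% = DMSO-only wells with no growth and 100% = 10 µM 1-NA-PP1 full growth; inhibition rescues growth on 5-FOA so higher OD means more RAM inhibition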
TNAP inh hiacc: blocks human TNAP under high phosphate acceptor concentration. P05186. purified TNAP, CDP-star luminescence, 1 M DEA. inhibition, % at 20 µM. actives 0.03% (n = 200,000);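 active = over 50% inhibition of tissue-nonspecific alkaline phosphatase at 20 µM in the single-dose screen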;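 also: plate controls were DMSO wells for no effect and EDTA-quenched wells as full inhibition for full effect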
Target sequence (P05186 whole entry, looked up): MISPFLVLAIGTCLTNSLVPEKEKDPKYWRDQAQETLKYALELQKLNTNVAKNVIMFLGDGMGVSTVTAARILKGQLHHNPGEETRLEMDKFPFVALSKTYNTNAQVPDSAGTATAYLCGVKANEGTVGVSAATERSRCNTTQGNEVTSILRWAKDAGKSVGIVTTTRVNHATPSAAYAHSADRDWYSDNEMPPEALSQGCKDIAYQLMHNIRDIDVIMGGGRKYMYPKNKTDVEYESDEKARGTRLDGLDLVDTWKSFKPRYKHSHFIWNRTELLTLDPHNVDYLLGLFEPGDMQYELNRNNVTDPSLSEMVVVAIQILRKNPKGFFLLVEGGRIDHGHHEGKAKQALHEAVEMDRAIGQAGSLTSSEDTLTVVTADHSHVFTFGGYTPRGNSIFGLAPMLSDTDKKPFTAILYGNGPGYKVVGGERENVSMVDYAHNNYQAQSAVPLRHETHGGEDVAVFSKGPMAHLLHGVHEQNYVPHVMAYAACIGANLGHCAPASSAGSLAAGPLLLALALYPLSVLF
PMI act hi M6P: activators of human phosphomannose isomerase at near-saturating mannose 6-phosphate; actives 0.34% (n = 190,000); activation factor at 20 µM; coupled PMI enzyme assay, resazurin fluorescence, 20 min; stronger effect = higher value; 1 = untreated enzyme, 0 = substrate-free blank; P34949;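 active = activation factor of 2 or more at 20 µM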
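Material: human phosphomannose isomerase with PGI, G6PDH, diaphorase coupling enzymes. Quantity: 15 ng/mL PMI. Medium: HEPES pH 7.4 buffer with MgCl2 and Tween-20. Reagent: Near-saturating mannose-6-phosphate, 1.0 mM. Compound: 20 µM single dose. Times: enzyme reaction with compound 20 min at room temperature. Detection: resorufin fluorescence at Ex 544/Em 590 nm.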
TNAP inh no acc: blocks human TNAP activity with no phosphate acceptor present | AID 1012 | purified TNAP, CDP-star luminescence, 30 min | P05186 | inhibition, % at 20 µM | actives 0.26% (n = 200,000);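 active = tissue-nonspecific alkaline phosphatase inhibition above about 50% at 20 µM in the single-dose screen, limit read from the data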;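 also: 0% = DMSO negative control and 100% = EDTA positive control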
Efa HMGR inh: blocks class II HMG-CoA reductase of Enterococcus faecalis; purified E. faecalis HMGR, NADPH absorbance 340 nm kinetic; inhibition, % at 10 µM; actives 0.41% (n = 190,000); AID 1066;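 active = inhibition above a set limit, the median over all tested compounds plus 3 SD, cut at about 9.5% in these data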;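 also: enzyme runs in reverse so mevalonate oxidation gives rising NADPH absorbance; 0% = complete reaction with DMSO and 100% = background rate lacking mevalonate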
PMI activator: phosphomannose isomerase (human) activation; AID 1214; actives 0.005% (n = 190,000); purified human PMI, coupled resazurin fluorescence, 20 min; stronger effect = higher value; 1 = vehicle control, 0 substrate-free wells; activation factor at 20 µM;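 active = activation factor of 2 or more at 20 µM, relative to plate controls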
Hsp70 act: Hsp70 transcriptional activation, primary screen; actives 0.04% (n = 200,000); HeLa Hsp70 promoter luciferase reporter, luminescence; scaled: vehicle 0, proteasome-inhibitor control 100%; activation, % at 10 µM;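 active = activation above the mean across all tested compounds plus 3 SD, cutoff set per campaign, cut at about 5.5% in these data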;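 also: 100% = MG132 at 30 µM as the positive control and 0% = DMSO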
L major viab: Leishmania major promastigote growth inhibition. actives 9% (n = 200,000). inhibition, % at 10 µM. Leishmania major promastigotes, resazurin fluorescence viability; in the data active = inhibition above about 50%;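 also: promastigotes grown with compound for 44 hours at 28 °C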
Numbers without * were called inactive; . = not tested or not shown.

SMILES	S1P3 antagonist	Redox H2O2 prof	RAM inhibit	TNAP inh hiacc	PMI act hi M6P	TNAP inh no acc	Efa HMGR inh	PMI activator	Hsp70 act	L major viab
COc1ccccc1CN1C(=O)C2CC=CCC2C1=O (stereo unspecified)	.	1.1	1.1	-6	1	-13	-4	1	0.0	0
Clc1ccc(-c2nnc3n2CCCCC3)cc1	.	0.1	2.5	-1	1.1	-16	-9	1.1	-0.6	-2
Cc1ccc(CCNC(=O)C2CCCN(C(=O)c3cc4sccc4n3C)C2)cc1 (stereo unspecified)	10	1.5	2.1	-6	0.9	-16	0	0.8	-0.2	21
CCCc1nc2n[nH]c(N)c2c2c1CCCC2	.	-0.7	2.2	-7	1	-8	-2	0.9	0.1	3
CCCCOc1ccc(C(=S)N2CCC(C(N)=O)CC2)cc1	-11	-0.1	1.6	-2	0.9	-4	-4	0.9	0.3	-5
NC(=O)Nc1ccc(Oc2c(F)c(F)c(F)c(F)c2F)cc1	-16	-0.5	0.8	-5	0.9	-14	-6	0.9	-0.3	-4
CCN(C(=O)c1ccc(S(C)(=O)=O)cc1)C12CC3CC(CC(C3)C1)C2	3	0.3	1.5	5	0.9	-4	0	0.8	-0.2	-1
C=CCNCC(=O)NN=C(c1ccccc1)c1ccccc1	.	1.9	-0.4	1	0.8	-2	3	0.8	-0.4	-7
Cc1nnc(SCC(=O)NCc2ccc3c(c2)OCO3)s1	12	0.5	0.9	0	1	-6	2	0.9	-0.3	-2
O=C(NCCCN1CCOCC1)c1ccc(CSCc2cccc(Cl)c2)o1	-15	-1.6	-0.7	-7	1.1	-7	1	1.2	-0.1	71*
COc1cccc(CC2(CO)CCCN(Cc3sc(N4CCCC4)nc3Cl)C2)c1 (stereo unspecified)	4	-1.5	1.9	-6	1	-4	1	0.9	-0.1	8
Cc1ccc(NCc2ccccc2F)cc1	-6	-0.5	1.6	-8	1	-7	2	1.3	0.1	10
O=C(Nc1ccccc1)c1ccc(Br)c(S(=O)(=O)Nc2cccnc2)c1	0	-0.7	2.6	4	0.9	-6	-5	1	-0.1	-2
Cc1cc(C)cc(NC(=O)CSc2nc3c(c(=O)n2C)SC(C)C3)c1 (stereo unspecified)	-16	-1.9	0.3	-4	0.9	-16	-5	0.9	-0.3	-5
O=C(Oc1ccc2cccc(OC(=O)N3CCOCC3)c2c1)N1CCOCC1	.	0.1	0.9	-2	1	3	1	0.9	-0.6	-2
COC(=O)c1sccc1NC(=O)/C=C/C(=O)O	-28	-0.6	4.2	-3	1.1	-15	0	1.2	0.0	8
O=C(NNC(=S)NC(=O)C12CC3CC(CC(C3)C1)C2)c1ccncc1	.	-0.4	-1.2	4	1.1	-89	-2	1	-0.4	78*
COc1ccc(CCC(=O)NCc2cnn(C)c2)cc1	-6	0.1	0.9	-3	1	-2	1	1	-0.2	-5
Cc1cccc(N2CCN(c3ccc(N4C(=O)CCCC4=O)cc3[N+](=O)[O-])CC2C)c1 (stereo unspecified)	-1	0.0	-0.5	-2	0.9	-10	-4	0.9	-0.2	50*
Cc1occc1C(=O)N/N=C/C=C/c1ccccc1[N+](=O)[O-]	-5	-0.4	2.8	0	0.9	-2	2	1	0.4	8
O=C(c1cc2c(s1)-c1ccccc1OC2)N1CCCC1	14	-1.0	2.2	-12	1	-10	0	1	0.0	-1
O=C(Nc1ccc(Cl)c(Cl)c1)N1CCSCC1	.	0.8	0.4	-1	1	-6	0	1	0.2	74*
COc1ccc(NC(=O)c2cc(OC)c(OC)c(OC)c2Br)cc1OC	4	-0.9	2.1	-6	1	-7	-3	1	-0.1	19
Clc1cccc(-c2cc3nc4c(c(N5CCNCC5)n3n2)CCCC4)c1	.	-0.2	0.0	-1	1	-1	5	0.9	0.3	101*
CC(=O)Nc1ccc(NC2=Nc3ccccc3N3C2=Nc2c(c(C)nn2-c2ccccc2)C3c2ccccc2)cc1 (stereo unspecified)	.	3.7	9.4*	-11	1	-23	4	0.9	-0.2	56*
Cc1ccc(C(C2=C(O)CC(C)(C)CC2=O)C2C(=O)CC(C)(C)CC2=O)o1 (stereo unspecified)	.	-3.6	-1.2	-6	1	-2	-3	1	-0.3	-4
CNC(=O)C1CC(=O)N(Cc2ccccc2)C(=Nc2ccc(OC)cc2)S1 (stereo unspecified)	.	-0.2	2.3	-5	1	-14	-4	1	-0.2	1
O=C(Nc1ccc(Br)cc1F)c1cccnc1	3	-1.0	0.0	-4	1	-9	0	1.1	-0.1	34
c1ccc(-n2nnnc2OCCOc2nnnn2-c2ccccc2)cc1	2	0.6	1.2	1	1	-6	1	0.9	-0.1	-3
CCn1c(SCC(=O)c2cc(OC)ccc2OC)nnc1C(C)C	2	1.6	0.0	-6	0.8	-9	-3	1.1	0.0	-1
Cc1c(Cc2ccccc2)c(=O)oc2c(C)c(OCC(=O)Nc3ccc(C#N)cc3)ccc12	-9	1.1	3.3	-3	0.9	-11	8	1	-0.2	-3
Cc1cc(C)c2nc(SCCc3ccccc3)nc(C)c2c1	.	0.0	1.9	-2	1	-10	-4	1	0.0	6
CCOC(=O)CCc1c(C)c2c(C)nn(-c3ccccc3)c2[nH]c1=O	-27	-0.6	3.3	3	0.9	-5	-3	0.9	-0.5	-4
O=C(O)CCC(=O)NNC(=O)COc1ccc(Cl)cc1Cl	2	-1.8	2.4	-6	1	-7	-5	1	-0.1	-1
CC(C)(C)NC(=O)COC(=O)c1ccccc1Nc1ccc(SC(F)F)cc1	9	0.3	1.5	-1	0.9	-14	1	0.8	-0.4	11
Cc1cc(-c2csc(NC(=O)c3ccccc3C(F)(F)F)n2)c(C)n1Cc1ccccc1	4	0.4	0.6	5	1	-12	-3	1	-0.3	9
Cc1nn(CC(=O)NCCc2ccccc2)c(C)c1[N+](=O)[O-]	-7	-1.0	2.0	-3	1.1	-14	-2	1	-0.1	-4
CCN(CC)C(=S)NC(=O)c1ccc(OC)c(Br)c1	-20	-0.5	-0.1	3	1	-9	-2	1	0.0	-2
CN(Cc1ccccc1)C(=O)CCSc1nc(-c2ccc3c(c2)OCO3)cc(C(F)(F)F)n1	.	0.8	9.9*	-2	0.8	-4	-7	0.8	0.1	16
O=C(CSc1nc(-c2ccccc2)cc(C(F)(F)F)n1)NCc1ccco1	.	0.4	0.9	-2	1	-8	-6	1	-0.2	1
Cc1nc(C)c(CCNC(=O)c2ccccc2Br)s1	-10	2.4	2.1	2	0.9	-1	2	0.8	-0.3	-5
Cc1cc(NC(=O)CSc2nnc(-c3cccnc3)n2N)no1	.	0.2	1.0	-5	1	-8	-5	1	-0.3	-4
Cc1cccc(N2CCN(C(=O)c3ccc(NS(=O)(=O)c4c(C)noc4C)cc3)CC2)c1C	-30	0.4	3.1	-6	0.9	-1	-2	0.8	0.2	97*
CC1Cc2ccccc2N1C(=O)CN1CCc2ccccc2C1 (stereo unspecified)	.	-1.3	-0.7	-6	0.9	-10	0	1	-0.4	6
CCOC(=O)N1CCN(C(=O)C2CCN(S(=O)(=O)N3CCCC3)CC2)CC1	-70	-5.3	1.9	-3	0.9	-4	-2	0.9	-0.1	0
O=C(N/N=C\c1ccccc1)c1ccccc1-n1cccc1	7	-0.1	-0.7	-6	1	-17	1	1	-0.1	-7
COc1ccc(-c2cc(=O)[nH]c(=S)[nH]2)cc1	-23	-1.2	-0.1	-3	1	-6	-6	1	-0.2	-11
Cc1nc2ccccc2n1C1CCN(CC(=O)NCc2ccc(F)cc2)CC1	.	1.6	0.1	-5	0.9	-5	-6	0.9	-0.3	8
O=C(Nc1nc2ccccc2[nH]1)C1CCCC1	-12	0.1	-0.5	-4	0.9	-71	2	1	0.2	21
CC(CC(=O)O)CC(=O)Nc1cc([N+](=O)[O-])ccc1O (stereo unspecified)	-19	-1.5	2.5	11	1	1	-7	1.1	-0.1	1
N/C(=N\OC(=O)/C=C/c1ccccc1Cl)c1ccccn1	0	-0.9	-0.2	-1	1.5	-6	-7	1.4	-0.3	2
Cn1c(=O)c2c(nc(CN3CCOCC3)n2Cc2ccccc2)n(C)c1=O	11	-3.0	.	.	.	.	.	.	-0.5	-5
O=C(Nc1ccc(N2CCOCC2)nc1)c1ccc(C(F)(F)F)cc1	-14	-0.7	1.2	0	0.9	0	-3	0.9	-0.2	1
Cc1ccc(S(=O)(=O)c2cn(CC(=O)Nc3ccccc3)c3ccc(F)cc3c2=O)cc1	-2	0.5	5.6	-1	0.9	-8	-2	0.9	-0.2	-5
CCn1c(CNc2ccc(F)cc2)nnc1SCC(=O)Nc1ccc(OC)cc1OC	-41	-0.3	1.1	-5	0.8	-14	-3	0.8	-0.4	3
O=C(CSc1nnc(-c2cccnc2)n1Cc1ccco1)c1ccc(Cl)c(Cl)c1	-20	0.2	-0.9	-2	1.1	-2	-5	1.1	-0.2	-3
Cc1ccc(C(=O)CSc2nc(C)cc(SCc3nnc(-c4ccccc4)o3)n2)cc1	29	-0.2	2.9	-4	0.9	-7	0	0.9	-0.1	11
O=C(CNC(=O)c1ccccc1)NCC1COc2ccccc2O1 (stereo unspecified)	.	0.0	0.7	-12	1	-21	-9	1	0.0	10
COc1ccc(N(C)S(=O)(=O)c2cccc(C(=O)NCC3CCCO3)c2)cc1 (stereo unspecified)	.	-1.6	1.2	7	1	-6	-6	0.9	-0.2	7
CN(CC(=O)Nc1ccc(N2CCOCC2)cc1)CC(=O)Nc1ccc([N+](=O)[O-])cc1Br	-2	-1.3	0.4	6	0.6	-14	-2	1	-0.3	-1
Next compounds.
SMILES	S1P3 antagonist	Redox H2O2 prof	RAM inhibit	TNAP inh hiacc	PMI act hi M6P	TNAP inh no acc	Efa HMGR inh	PMI activator	Hsp70 act	L major viab
CCc1ccc(-c2nc(CSCC(=O)N3CCN(c4ncccn4)CC3)c(C)o2)cc1	9	-0.6	0.7	-5	0.8	-11	-8	0.8	-0.3	3
COc1ccc(NC(=O)c2[nH]ncc2[N+](=O)[O-])cc1	1	-0.4	1.8	-4	1.1	-44	3	1.1	-0.3	-8
COC(=O)CN1C(=O)N/C(=C/c2ccc(C)o2)C1=O	-12	1.4	3.9	-3	1	-15	0	1.2	0.5	-4
COc1cc(/C=C2/C(=N)N3C=CSC3=NC2=O)ccc1OCCCOc1ccccc1C	.	5.2	4.4	1	1.1	0	3	1.1	1.6	-2
CCc1cccc(C)c1NC(=O)CSc1nnc(-c2ccco2)n1N	9	1.5	-0.8	0	1	-12	-4	1.1	-0.2	-4
CCN(C(=S)Nc1cccnc1)c1cccc2ccccc12	15	-0.6	2.2	-2	0.4	-19	-8	0.4	-0.1	16
Cc1cccc(C)c1N1CCN(S(=O)(=O)N(C)C)CC1	5	0.0	1.6	-6	0.9	-10	-7	0.9	-0.4	-3
